Screening data deposited in PubChem BioAssay by Sanford-Burnham Center for Chemical Genomics.
APJ antag – blocks the human apelin receptor APJ | inhibition, % at 20 µM | AID 2521 | 330,000 tested, 0.32% active | CHO-K1 APJ beta-arrestin complementation, luminescence;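 active = inhibition above about 40% at 20 µM, limit read from the data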;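 also: cells challenged with 10 nM apelin-13 agonist together with compound; plate controls were apelin-13 plus DMSO wells for no effect and DMSO wells lacking apelin-13 for full effect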
Target sequence (P35414 whole entry, looked up): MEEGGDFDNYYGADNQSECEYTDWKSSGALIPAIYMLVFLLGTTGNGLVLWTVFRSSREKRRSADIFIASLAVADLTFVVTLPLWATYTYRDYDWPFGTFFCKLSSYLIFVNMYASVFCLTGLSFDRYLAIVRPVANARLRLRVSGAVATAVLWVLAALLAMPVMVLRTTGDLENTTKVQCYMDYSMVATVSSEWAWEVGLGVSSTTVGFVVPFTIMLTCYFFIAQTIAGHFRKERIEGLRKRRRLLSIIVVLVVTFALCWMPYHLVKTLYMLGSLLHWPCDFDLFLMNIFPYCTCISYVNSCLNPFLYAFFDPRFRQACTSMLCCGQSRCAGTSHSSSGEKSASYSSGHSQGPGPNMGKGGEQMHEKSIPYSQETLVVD
XBP1 UPR activ – activators of adaptive arm of unfolded protein response (XBP1). CHO-XBP1 luciferase reporter, IRE1-XBP1 UPR activation, luminescence; percent of tunicamycin response, DMSO as zero. 330,000 tested, 0.33% active. activation, % at 20 µM;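 active = versus positive control, 20 µM dose yields 30% or more activation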;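 also: 100% = tunicamycin at 10 µg/mL and 0% = DMSO only wells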
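Test system: CHO-XBP1 luciferase reporter cells | Buffer or medium: Serum-containing F12 medium, 10% FBS | Schedule: 6 h compound exposure at 37 °C, 5% CO2 | Detection: Steady-Glo luciferase glow luminescence, 10 min after reagent addition | Read-out basis: Activation, % of tunicamycin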
CXCR6 block – CXCR6 (human) receptor inhibition | CHO-K1 PathHunter CXCR6 beta-arrestin, luminescence | 360,000 tested, 0.36% active | O00574 | inhibition, % at 20 µM | AID 602244; in the data active = inhibition above about 34%, passing the limit was not always enough;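 also: antagonist mode with CXCL16 agonist at 10 nM final; 0% = 10 nM CXCL16 with DMSO and 100% = unstimulated wells without agonist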
Target sequence (O00574 whole entry, looked up): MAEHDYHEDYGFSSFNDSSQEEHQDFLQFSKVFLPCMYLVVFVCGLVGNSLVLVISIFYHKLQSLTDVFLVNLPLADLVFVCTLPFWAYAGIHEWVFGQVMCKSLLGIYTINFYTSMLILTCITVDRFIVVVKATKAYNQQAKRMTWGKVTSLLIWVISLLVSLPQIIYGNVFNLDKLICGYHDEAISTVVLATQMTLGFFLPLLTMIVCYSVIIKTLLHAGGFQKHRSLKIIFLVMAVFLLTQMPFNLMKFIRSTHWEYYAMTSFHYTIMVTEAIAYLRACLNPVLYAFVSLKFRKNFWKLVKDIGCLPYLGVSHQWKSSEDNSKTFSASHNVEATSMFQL
Mdm2 MdmX PPI – disrupts the human Mdm2-MdmX interaction; O15151+Q00987; SaOS-2 split-luciferase Mdm2/MdmX complementation, luminescence; inhibition, % at 8 µM; 330,000 tested, 3% active;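 active = inhibition of at least 50% at 8 µM in the primary screen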
CHOP UPR activ – activators of apoptotic arm of unfolded protein response (CHOP). 330,000 tested, 0.34% active. AID 449763. activation, % at 10 µM. CHO-CHOP luciferase reporter, UPR activation, luminescence; percent of tunicamycin response over DMSO baseline;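 active = at 10 µM dose, activation of 40% or more, normalized to positive control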;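 also: 100% = tunicamycin at 10 µg/mL and 0% = DMSO alone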
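assay system = CHO CHOP reporter cells | amount = 500 CHO-CHOP cells per well | buffer or medium = F12 with 10% FBS | incubation = 16-18 h cell attachment, then 6 h compound exposure, 37 °C | detection = luminescence read with Steady-Glo | read-out = percent activation relative to tunicamycin control | controls = tunicamycin high control, DMSO low control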
tim10-1 inh – growth inhibitors of tim10-1 mutant yeast | S. cerevisiae tim10-1 ts strain growth, BacTiter-Glo, 24 h | inhibition, % at 20 µM | 330,000 tested, 2.2% active;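 active = inhibition of at least 40%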;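 also: mutant grown at 25 °C; 0% = DMSO wells with yeast and 100% = wells holding no yeast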
TIM10 inh – TIM10 yeast growth inhibition. inhibition, % at 10 µM. S. cerevisiae TIM10 strain growth, BacTiter-Glo luminescence, 24 h. 330,000 tested, 1.4% active;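 active = inhibition of 40% or more at the single tested concentration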;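 also: wild-type TIM10 isogenic control strain grown at permissive 25 °C; 0% = DMSO yeast wells and 100% = minimal medium wells without yeast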
tim23-1 inh – tim23-1 yeast growth inhibition; inhibition, % at 20 µM; S. cerevisiae tim23-1 growth, BacTiter-Glo luminescence, 24 h; 330,000 tested, 1.3% active; AID 463212;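 active = growth inhibition of the mutant yeast at or above 50%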;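 also: temperature-sensitive mutant grown at 25 °C; plate controls were DMSO-treated mutant yeast for no effect and medium wells lacking yeast for full effect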
APJ ag – agonists of human APJ apelin receptor; AID 2520; 330,000 tested, 0.11% active; CHO-K1 APJ PathHunter beta-arrestin, luminescence; 0% DMSO wells, 100% apelin; activation, % at 20 µM; P35414;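 active = activation more than six SD over the plate average, tested at 20 µM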;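 also: 0% = DMSO alone and 100% = apelin-13 at 10 nM; some results filed as inactive read as strong as hits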
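Assay system: CHO-K1 cells stably expressing ProLink-tagged human APJ and arrestin–beta-gal acceptor. Compound dosing: 20 µM single point, 1% DMSO. Times: 16-18 h seeding, 90 min dark compound exposure, 60 min detection. Detection: beta-gal luminescence. Evaluation: APJ–arrestin association signal. Controls: negative DMSO alone, positive Apelin-13 at 10 nM.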
Numbers without * were called inactive. Only part of the results is shown; rates above refer to the full screens.

SMILES	APJ antag	XBP1 UPR activ	CXCR6 block	Mdm2 MdmX PPI	CHOP UPR activ	tim10-1 inh	TIM10 inh	tim23-1 inh	APJ ag
NC(=O)[C@@H]1CCCNc2c(F)cc([N+](=O)[O-])cc2C(=O)N[C@@H](CCC(=O)O)C(=O)N[C@@H](CO)C(=O)N1	12	1	-1	-30	-1.6	2	5	6	-3
C/C(=N\OC(=O)c1ccc(Cl)cc1)c1nccs1	1	1	3	17	-0.2	26	15	18	-2
N#CCC(=O)N/N=C/c1c(-c2ccccc2)n(-c2ccccc2)c2ccccc12	7	-1	2	19	5.5	-4	22	16	-1
CN(c1ccccc1)c1nc(N)c([N+](=O)[O-])c(NCc2ccco2)n1	8	7	10	-19	0.1	8	-2	19	6
CCOC(=O)Nc1cccc(Cl)c1C	-11	1	-7	10	-0.5	0	-4	-5	0
CCOC(=O)C1CCCN(C2CC(=O)N(c3ccc(N4C(=O)CC(N5CCCC(C(=O)OCC)C5)C4=O)cc3)C2=O)C1 (stereo unspecified)	-2	-1	-4	12	-1.5	11	7	5	-1
COCCCN(C(=O)Nc1ccccc1)C(C)c1ccncc1 (stereo unspecified)	-3	-1	-2	-26	0.2	10	0	14	0
Cc1ccc(NC(=O)C2CCCN2S(=O)(=O)c2ccc3c(c2)n(C)c(=O)c(=O)n3C)cc1C (stereo unspecified)	7	-2	3	-2	-1.9	14	12	1	-1
O=C(NCCC(c1ccccc1)c1ccco1)c1cccs1 (stereo unspecified)	-22	2	4	-31	4.3	4	8	16	-2
COc1ccccc1OCCNC(=O)CCNC(=O)c1ccccc1Cl	-1	-8	1	9	-1.2	10	-1	4	2
CN(C)CCCN(C(=O)c1ccc([N+](=O)[O-])s1)c1nc2cc3c(cc2s1)OCCO3	-145	3	-10	35	20	43*	31	21	131*
Cc1ccc(C)c(S(=O)(=O)Nc2ccc3scnc3c2)c1	-4	-1	0	32	4.3	18	17	-7	2
O=C(O)/C=C/C(=O)N1CCN(S(=O)(=O)c2cccc(C(F)(F)F)c2)CC1	-1	2	5	-19	1.7	-17	9	5	-2
CCCCCC/C(C=O)=C\c1ccccc1	-1	0	-5	13	2.2	-10	1	-9	-2
COc1ccc(C(=O)NC(=S)Nc2ccccc2N2CCN(S(C)(=O)=O)CC2)cc1OC	9	1	8	26	-1.5	25	21	23	-3
COc1cccc(CN2CC(C(=O)NCc3ccc(Cl)s3)CCC2=O)c1 (stereo unspecified)	-7	-3	-5	8	2.7	2	-9	-2	0
O=C(O)C1C2C=CC(C2)C1C(=O)OCC1CCCO1 (stereo unspecified)	-5	-3	2	25	0.9	3	14	12	2
C=CCNC(=S)N1CCC(C(=O)c2ccc(OC)cc2)CC1	21	-6	2	17	-2.9	6	13	7	-1
Cc1ccc(-n2nc3c(c2NC(=O)c2ccco2)CS(=O)(=O)C3)cc1C	5	0	11	16	-1.2	-8	1	-2	2
CCSc1nc2sc3c(c2c(=O)[nH]1)CC(C)(CC)OC3 (stereo unspecified)	-3	2	-6	24	-1.2	2	-9	-16	-2
Cc1ccc(OCc2ccc(C(=O)NN)o2)c([N+](=O)[O-])c1	-23	1	-14	-2	1.7	1	10	2	8
O=C(CSc1nnnn1-c1ccc(F)cc1)NCc1cccs1	9	-1	2	-26	1.7	19	1	10	-5
CN(C(=O)c1ccccc1)C1c2c(ccc3ccccc23)OCC1CO (stereo unspecified)	7	-1	-8	10	-0.2	10	6	17	-2
CCC/C(O)=C1\C(=O)CCCC1=NCCc1ccc(OCC)c(OCC)c1	-4	0	-16	-6	0.6	25	20	7	0
COc1ccc(Nc2nc(N)nc(CSc3nnc(N)s3)n2)cc1	9	2	-12	3	-0.1	9	5	-4	-2

(list continues)
SMILES	APJ antag	XBP1 UPR activ	CXCR6 block	Mdm2 MdmX PPI	CHOP UPR activ	tim10-1 inh	TIM10 inh	tim23-1 inh	APJ ag
CC(C)(C)C(=O)Oc1cccc(Nc2ncnc3ccccc23)c1	-22	-4	-6	28	6.5	10	22	35	1
COc1ccc(CNC(=O)COC(=O)CO/N=C(\C)c2ccc3c(c2)OCO3)cc1	-61	-1	2	-2	1.2	18	22	30	10
COc1ccc(C(=O)N/C(=C\c2cccc3ccccc23)C(=O)NCCc2c[nH]c3ccccc23)cc1OC	10	-2	4	26	1.0	5	3	16	0
Cc1ccc(S(=O)(=O)NCC(=O)OC(C(=O)c2ccccc2)c2ccccc2)cc1 (stereo unspecified)	8	0	6	-9	1.8	17	12	21	-1
CN(C)/C=N/C(=S)Nc1ccccc1	-20	-3	4	-20	5.2	-7	-6	-7	7
Cc1cc(C(=O)CSc2nc(N)cc(N)n2)c(C)n1-c1cccc(F)c1	-11	3	-3	13	1.0	38	13	11	2
CCOC(=O)C1CCN(C(=O)Nc2ccc3c(c2)nc(C)n3C)CC1	11	3	-1	-37	1.5	-10	-6	0	0
CC1Sc2ccc(S(=O)(=O)CCC(=O)N(C)Cc3ccccc3)cc2NC1=O (stereo unspecified)	13	-3	-6	5	0.4	0	1	-2	-2
CCOC(=O)c1c(C(F)(F)F)nc2ncccn12	-1	-2	7	13	-0.7	7	-13	2	-7
CCOC(=O)C1=C(CC)OC(N)=C(C#N)C1c1ccc(F)cc1F (stereo unspecified)	-13	-6	3	11	1.8	18	33	28	-4
Cc1ccnc(N2CCC(C(=O)NNC(=O)c3ccccc3C)CC2)n1	19	2	-9	-4	0.6	18	14	10	2
COc1ccc(/C=N/OCC(=O)Nc2nc3ccccc3s2)cc1OC	-7	0	1	-2	-0.6	18	10	2	1
CC(C)(C)NC(=O)c1cc(-c2ccc3c(c2)OCO3)nc2ccccc12	9	-4	-6	11	1.9	22	15	15	-2
COc1ccc2nc(Nc3nc(-c4ccncc4)cs3)sc2c1	-13	7	0	-9	5.1	8	19	-4	-3
CN1CCN(C(=O)c2cc3c(ccc4ccccc43)oc2=O)CC1	7	-3	5	-11	-1.6	18	6	12	-1
CSCC[C@H](NC(=O)N1C[C@H]2C[C@@H](C1)c1cccc(=O)n1C2)C(=O)Nc1ccc(NC(C)=O)cc1	-10	1	-1	-14	-1.4	6	-1	17	-2
CCc1ccccc1NC(=O)CC(c1ccc(OC)cc1)n1cccc1 (stereo unspecified)	1	-1	2	-14	3.7	23	35	28	-4
CCOc1ccc(N=Nc2c(N)[nH][nH]c2=O)cc1	-8	-1	-12	-12	3.3	5	2	13	-3
CN(C)CCC(=O)N1c2ccccc2Sc2ccc(C(F)(F)F)cc21	-2	-4	-3	26	4.8	22	16	26	1
O=C(COc1ccc(Cl)cc1)Nc1cccc(S(=O)(=O)NC2=NCCCCC2)c1	-19	0	6	3	0.0	13	5	17	-6
CC1(C)CC(=O)C2=C(C1)OC(c1ccc(O)cc1)C(C#N)=C2N (stereo unspecified)	-1	0	4	-47	0.5	3	15	4	2
COc1ccc(-c2nnc3n(CCc4ccccc4)c(=O)c4ccccc4n23)c(OC)c1	4	2	9	6	2.6	19	26	-2	-1
CC(C)c1nc(SCC(=O)Nc2cccc(C(F)(F)F)c2)c2c(=O)n(C)c(=O)n(C)c2n1	-1	-5	-14	35	1.0	12	-1	16	1
O=C(CSc1c[nH]c2ccccc12)NCC1CCCO1 (stereo unspecified)	-5	-2	-9	4	2.5	0	7	7	0
O=C(CCn1c(=O)oc2ccccc21)Nc1ccc(N2CCOCC2)cc1	-9	-2	5	0	2.2	-4	-5	-3	0

Profiles, looked up by structure. Screens in order: APJ antag	XBP1 UPR activ	CXCR6 block	Mdm2 MdmX PPI	CHOP UPR activ	tim10-1 inh	TIM10 inh	tim23-1 inh	APJ ag
Shown for `CCOC(=O)C1=C(CC)OC(N)=C(C#N)C1c1ccc(F)cc1F` (stereo unspecified) → -13	-6	3	11	1.8	18	33	28	-4
Shown for `CN(C)CCC(=O)N1c2ccccc2Sc2ccc(C(F)(F)F)cc21` → -2	-4	-3	26	4.8	22	16	26	1
Shown for `Cc1cc(C(=O)CSc2nc(N)cc(N)n2)c(C)n1-c1cccc(F)c1` → -11	3	-3	13	1.0	38	13	11	2
Shown for `CC1Sc2ccc(S(=O)(=O)CCC(=O)N(C)Cc3ccccc3)cc2NC1=O` (stereo unspecified) → 13	-3	-6	5	0.4	0	1	-2	-2
Shown for `O=C(CSc1c[nH]c2ccccc12)NCC1CCCO1` (stereo unspecified) → -5	-2	-9	4	2.5	0	7	7	0

Back to the main list; the two compounds before the break are reprinted first.
compound	APJ antag	XBP1 UPR activ	CXCR6 block	Mdm2 MdmX PPI	CHOP UPR activ	tim10-1 inh	TIM10 inh	tim23-1 inh	APJ ag
O=C(CSc1c[nH]c2ccccc12)NCC1CCCO1 (stereo unspecified)	-5	-2	-9	4	2.5	0	7	7	0
O=C(CCn1c(=O)oc2ccccc21)Nc1ccc(N2CCOCC2)cc1	-9	-2	5	0	2.2	-4	-5	-3	0
COc1ccc(C(=O)CCN2CCN(c3ccc(OC)cc3)CC2)cc1	0	-7	-2	7	-1.2	22	-5	7	-5
CCS(=O)(=O)N1CCN(C(=O)c2ccccc2)CC1	2	-1	5	5	2.2	7	-12	13	0
CCOc1ccc(S(=O)(=O)N2CCN(c3ccc(OC)cc3)CC2)c2cccnc12	4	-4	-4	2	-1.8	24	34	24	-1
O=c1c2ccccc2oc2cc(OCc3cccc(F)c3)cc(O)c12	6	2	-9	2	2.3	3	-3	5	-2
CCOC(=O)C1=C(c2ccccc2)NC(SCC(N)=O)=C(C#N)C1c1cccnc1 (stereo unspecified)	17	1	1	-2	2.3	2	1	4	-2
CN1CCCN(C(=O)CSc2ccccc2)CC1	-8	-2	3	-3	-0.6	3	11	6	-3
CN1CCN(NC(=O)c2cccc(C(F)(F)F)c2)CC1	-10	0	0	2	1.0	9	-17	-8	-3
